ROS inducer: cancer cell ROS induction. U2OS ROS induction, H2DCF-DA fluorescence. ROS induction (% of piperlongumine), % at 10 µM. 46,000 compounds, 2% hits. AID 624156; in the data active = ROS induction above about 79%, passing the limit was not always enough;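 also: 0% = DMSO vehicle median and 100% = reference compound median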
The depositor's hits bear a star.

cpd | smiles | ROS inducer
1 | C[C@H](CO)N1C[C@H](C)[C@H](CN(C)Cc2ccccc2)Oc2ccc(NS(=O)(=O)c3ccc(F)cc3)cc2CC1=O | 1.7
2 | C[C@@H]1CN([C@H](C)CO)C(=O)Cc2cc(NC(=O)Nc3ccc4c(c3)OCO4)ccc2O[C@H]1CN(C)Cc1ccc(C(F)(F)F)cc1 | 42.7
3 | COc1ccc(NC(=O)Nc2ccc3c(c2)CC(=O)N([C@@H](C)CO)C[C@H](C)[C@H](CN(C)S(=O)(=O)c2ccccc2)O3)cc1 | 2.3
4 | C[C@H]1CN([C@@H](C)CO)C(=O)c2cc(N(C)C)ccc2O[C@@H]1CN(C)S(=O)(=O)c1cn(C)cn1 | 4.6
5 | CCCCC[C@H](O)/C=C/[C@H]1C=CC(=O)[C@@H]1C/C=C\CCCC(=O)O | -3.5
6 | Cc1nnc(N2C(=O)C(=O)C(C(=O)c3ccco3)C2c2cccc(Oc3ccccc3)c2)s1 (centres undefined) | 3.6
7 | CNC[C@@H]1Oc2ccc(NC(=O)Nc3cccc4ccccc34)cc2C(=O)N([C@H](C)CO)C[C@H]1C | -7.5
8 | Cc1cc(Cl)cc(Cl)c1OCC(=O)Nc1cccc(NC(=O)c2ccccc2Cl)c1 | -0.1
9 | COc1cc2c(cc1NC(=O)CN(C)S(=O)(=O)c1ccc(Cl)cc1)oc1ccccc12 | 28.7
10 | C[C@@H]1CN([C@H](C)CO)C(=O)c2cccc(NC(=O)c3ccncc3)c2O[C@H]1CN(C)S(=O)(=O)c1ccc(Cl)cc1 | 14.2
11 | O=C(NC1CCCC1)c1ccc2c(c1)N(Cc1ccccc1)C(=O)CS2 | 7.3
12 | CCN(CC(=O)Nc1ccc(F)c(Cl)c1)S(=O)(=O)c1ccc(C)cc1 | -0.5
13 | COc1ccc(C2CC(=O)c3cnc(NCCN4CCOCC4)nc3C2)cc1 (centres undefined) | -7.0
14 | C[C@H]1CN([C@@H](C)CO)C(=O)c2cc(NC(=O)Cn3cnnn3)ccc2O[C@H]1CN(C)C | -0.7
15 | Cc1ccc(S(=O)(=O)Nc2ccc3c(c2)CC(=O)N([C@@H](C)CO)C[C@H](C)[C@@H](CN(C)C(=O)Nc2ccc(C(F)(F)F)cc2)O3)cc1 | 72.1
16 | O=C(NCc1cccs1)c1cc(=O)n(Cc2ccc(Cl)cc2)c2ccccc12 | -9.4

Laid out differently: entries from further up.
11. O=C(NC1CCCC1)c1ccc2c(c1)N(Cc1ccccc1)C(=O)CS2
- ROS inducer: 7.3

12. CCN(CC(=O)Nc1ccc(F)c(Cl)c1)S(=O)(=O)c1ccc(C)cc1
- ROS inducer: -0.5

13. COc1ccc(C2CC(=O)c3cnc(NCCN4CCOCC4)nc3C2)cc1 (centres undefined)
- ROS inducer: -7.0

14. C[C@H]1CN([C@@H](C)CO)C(=O)c2cc(NC(=O)Cn3cnnn3)ccc2O[C@H]1CN(C)C
- ROS inducer: -0.7

Carrying on:
cpd | smiles | ROS inducer
17 | COc1ccc(-n2ncc(C(=O)NCc3ccc(-c4cccs4)cc3)c2C)cc1 | 9.2
18 | C[C@H](CO)N1C[C@H](C)[C@H](CN(C)Cc2ccncc2)OCc2cnnn2CCCC1=O | -8.6
19 | C[C@@H]1CN([C@H](C)CO)C(=O)c2cccc(NC(=O)c3ccc(-c4nccs4)cc3)c2O[C@@H]1CN(C)Cc1ccccc1 | 4.2
20 | CCOC(=O)Nc1nc2ccc(C)cc2s1 | -1.4
21 | CCc1cccc(C)c1NC(C)=O | -4.9
22 | C[C@@H]1CN([C@H](C)CO)C(=O)Cc2cc(NC(=O)Cn3cnnn3)ccc2O[C@H]1CN(C)S(=O)(=O)c1cn(C)cn1 | 2.3
23 | C[C@H](CO)N1C[C@H](C)[C@H](CN(C)C(=O)CCCN(C)C)OCc2cnnn2CCCC1=O | 7.6
24 | CCOC(=O)CNC(=O)c1cc(C)on1 | -9.4
25 | COc1cc(C(C)=O)ccc1OCC(O)Cn1nc(C)c(Br)c1C (centres undefined) | -18.8
26 | C[C@@H]1CN([C@H](C)CO)C(=O)c2cccc(NS(=O)(=O)c3ccc(Cl)cc3)c2O[C@H]1CN(C)Cc1ccc(-c2ccccc2)cc1 | 23.4
27 | Nc1nnc(SCC(=O)Nc2ccc(Br)cc2Cl)n1-c1ccccc1 | 3.2
28 | C[C@H](CO)N1C[C@H](C)[C@H](CN(C)Cc2ccc(-c3ccccc3)cc2)Oc2ccc(NS(=O)(=O)c3ccc(F)cc3)cc2CC1=O | 53.2
29 | CNC[C@@H]1Oc2c(NC(=O)C3CCOCC3)cccc2C(=O)N([C@@H](C)CO)C[C@@H]1C | -5.1
30 | COc1ccc(NC(=O)Nc2ccc3c(c2)CC(=O)N([C@@H](C)CO)C[C@H](C)[C@@H](CN(C)S(=O)(=O)c2ccc(F)cc2)O3)cc1 | 36.2
31 | C[C@@H]1CN([C@H](C)CO)C(=O)Cc2cc(NS(=O)(=O)c3cn(C)cn3)ccc2O[C@@H]1CN(C)S(=O)(=O)c1ccc(Cl)cc1 | -11.4
32 | C[C@@H]1CCCCO[C@@H](CN(C)Cc2ccccc2)[C@@H](C)CN([C@H](C)CO)C(=O)c2cc(NC(=O)NC3CCCCC3)ccc2O1 | 7.2
33 | C[C@@H]1CN([C@@H](C)CO)C(=O)c2cc(NC(=O)Cc3ccccc3)ccc2O[C@@H]1CN(C)S(=O)(=O)c1cn(C)cn1 | -5.6
34 | CN(C)C=Nc1cc(Cl)c(-n2cccc2)cc1Oc1ccc(Cl)cc1 | -9.6
35 | C[C@@H]1CN([C@@H](C)CO)C(=O)c2cccc(NS(=O)(=O)c3cccs3)c2O[C@H]1CN(C)S(=O)(=O)c1ccc(Cl)cc1 | -2.0
36 | C[C@@H]1CN([C@@H](C)CO)C(=O)c2cc(NC(=O)CCCCCC(=O)Nc3ccccc3N)ccc2O[C@H]1CN(C)Cc1ccncc1 | 13.0
37 | Cc1noc(C)c1S(=O)(=O)Nc1ccc2c(c1)CC(=O)N([C@@H](C)CO)C[C@H](C)[C@H](CN(C)C)O2 | 1.1
38 | COc1cc(NC(=O)CS(=O)(=O)Cc2ccccc2)c(OC)cc1Cl | -9.4
39 | C[C@@H]1CCCCO[C@H](CN(C)S(=O)(=O)c2ccccc2)[C@@H](C)CN([C@H](C)CO)C(=O)c2cc(NC(=O)NC3CCCCC3)ccc2O1 | 19.2
40 | COc1ccc(NC(=O)N(C)C[C@H]2Oc3ccc(NS(=O)(=O)c4cccs4)cc3C(=O)N([C@H](C)CO)C[C@@H]2C)cc1 | -3.5
41 | Cc1cccn2c(=O)c3cc(C(=O)N4CCN(C)CC4)c(=N)n(Cc4cccnc4)c3nc12 | 14.9
42 | COC(=O)CSc1ncnc2scc(-c3ccc(Cl)cc3)c12 | -10.2
43 | C[C@@H]1CN([C@@H](C)CO)C(=O)c2cccc(NC(=O)c3ccncc3)c2O[C@@H]1CN(C)C(=O)Nc1ccc(F)cc1 | -2.3
44 | Cc1ccc(S(=O)(=O)N(C)C[C@H]2Oc3ccc(NC(=O)CCCN(C)C)cc3C(=O)N([C@@H](C)CO)C[C@@H]2C)cc1 | 3.6
45 | O=C(O)CCc1nn2c3ccccc3n(CC(=O)c3cccs3)c2nc1=O | 5.0
46 | CS(=O)(=O)N(CC(=O)Nc1cc(Cl)ccc1Oc1ccccc1)c1cc(Cl)ccc1Cl | 18.6
47 | C[C@@H]1CCCCO[C@@H](CN(C)S(=O)(=O)c2cn(C)cn2)[C@@H](C)CN([C@H](C)CO)C(=O)c2cc(NS(C)(=O)=O)ccc2O1 | 11.0
48 | C[C@@H]1CN([C@H](C)CO)C(=O)c2cccc(NC(=O)c3ccncc3)c2O[C@H]1CN(C)C(=O)Nc1ccc(C(F)(F)F)cc1 | -11.3
49 | Cc1ccc(C(=O)c2oc3ccccc3c2NC(=O)c2cc3ccccc3oc2=O)cc1F | -4.7
50 | C[C@H]1CN([C@@H](C)CO)C(=O)CCCn2cc(nn2)CO[C@@H]1CN(C)C(=O)Nc1ccccc1F | 5.2
51 | C[C@@H]1CN([C@@H](C)CO)C(=O)Cc2cc(NC(=O)NC3CCCCC3)ccc2O[C@@H]1CN(C)S(=O)(=O)c1ccccc1 | 3.3
52 | Cc1c(C(=O)N2CCN(C)CC2)oc2c1C(=O)CC(C)(C)C2 | -2.7
53 | COc1cc(/C=C/C(=O)NCCc2ccc(O)cc2)ccc1O | 24.5
54 | Cc1nc(CSc2ncnc3sc4c(c23)CCCCC4)cs1 | -12.2
55 | CS(=O)(=O)N(CC(=O)Nc1cc(Cl)cc(Cl)c1)c1cccc(Cl)c1 | -9.8
56 | CC1(COc2ccc(CC3SC(=O)NC3=O)cc2)CCCCC1 (centres undefined) | -3.5
57 | COc1ccc(CN(C)C[C@@H]2Oc3ccc(NC(=O)Nc4ccc(F)cc4)cc3CC(=O)N([C@@H](C)CO)C[C@@H]2C)cc1 | 8.7
58 | CC1(C)CC(=O)C(C2c3ccccc3Oc3ccccc32)C(=O)C1 | 21.5
59 | COc1ccc(NC(=O)N(C)C[C@@H]2Oc3ccc(NC(=O)CCC(F)(F)F)cc3C(=O)N([C@@H](C)CO)C[C@H]2C)cc1 | -3.2
60 | O=C(O)c1ccc(C(F)(F)F)cc1C(F)(F)F | 31.7
61 | Cc1ccc(C(=O)O)cc1NC(=O)COc1ccc(C(C)(C)C)cc1 | 33.0
62 | COc1cc(Br)cc(/C=N/NC(=O)c2ccc(C(=O)NO)cc2)c1O | -20.6
63 | C[C@@H]1CN([C@@H](C)CO)C(=O)c2cc(NC(=O)c3ccncc3)ccc2O[C@H]1CN(C)C(=O)Nc1ccccc1 | -4.5
64 | COc1ccc(CN(C)C[C@H]2Oc3ccc(NC(=O)C4CC4)cc3CC(=O)N([C@@H](C)CO)C[C@H]2C)cc1 | -2.2

Some of the entries so far, with each value named:
60	O=C(O)c1ccc(C(F)(F)F)cc1C(F)(F)F
  ROS inducer: 31.7

61	Cc1ccc(C(=O)O)cc1NC(=O)COc1ccc(C(C)(C)C)cc1
  ROS inducer: 33.0

62	COc1cc(Br)cc(/C=N/NC(=O)c2ccc(C(=O)NO)cc2)c1O
  ROS inducer: -20.6

63	C[C@@H]1CN([C@@H](C)CO)C(=O)c2cc(NC(=O)c3ccncc3)ccc2O[C@H]1CN(C)C(=O)Nc1ccccc1
  ROS inducer: -4.5

Next section.
cpd | smiles | ROS inducer
65 | CCNC(=S)Nc1ccc(NC(=O)c2ccccc2O)cc1 | -14.0
66 | O=C(NCCOc1ccccc1Cl)c1ncn[nH]1 | -4.5
67 | C[C@@H]1CN([C@@H](C)CO)C(=O)c2cc(NC(=O)Nc3ccccc3)ccc2O[C@@H]1CN(C)Cc1ccc(C(=O)Nc2ccccc2N)cc1 | 0.3
68 | c1cnc(N2CC[N+]3(CCCC3)CC2)nc1 | 8.4
69 | Cc1oc(C(C)(C)C)cc1C(=O)C(C#N)=C1SCCS1 | -6.4
70 | O=C(CCc1nc2ncccc2c(=O)n1Cc1ccccc1Cl)N1CCN(c2ccccc2)CC1 | -0.3
71 | CN(CC(=O)Nc1cccnc1)S(=O)(=O)c1ccc2ccccc2c1 | -1.6
72 | Cc1noc(C)c1S(=O)(=O)Nc1cccc2c1O[C@H](CN(C)Cc1ccc(C(=O)Nc3ccccc3N)cc1)[C@H](C)CN([C@H](C)CO)C2=O | 14.5
73 | Cc1nc(CCNS(=O)(=O)c2cccs2)cs1 | -2.0
74 | COc1ccc(NC(=O)Nc2ccc3c(c2)C(=O)N([C@H](C)CO)C[C@@H](C)[C@H](CN(C)Cc2ccc(Cl)c(Cl)c2)O3)cc1 | -2.6
75 | C[C@@H]1CN([C@@H](C)CO)C(=O)c2cc(NC(=O)CCCN(C)C)ccc2O[C@H]1CN(C)Cc1ccc(C(=O)O)cc1 | -5.9
76 | C[C@@H]1CCCCO[C@@H](CN(C)S(C)(=O)=O)[C@@H](C)CN([C@H](C)CO)C(=O)c2cc(NC(=O)Nc3ccc(F)cc3)ccc2O1 | 12.3
77 | COc1ccc2c(c1OC)OC[C@@H](c1ccc(OC)c(OC)c1OC)C2 | -0.7
78 | CCc1cccc(C)c1NC(=O)CSc1nnc(-c2ccc(OC)cc2)o1 | -36.0
79 | COc1ccc(NC(=O)N(C)C[C@H]2Oc3c(NC(=O)NC4CCCCC4)cccc3C(=O)N([C@H](C)CO)C[C@@H]2C)cc1 | -9.4
80 | C=CCNc1ncnc2c1c(-c1ccccc1)cn2-c1ccc(OCC)cc1 | 46.3

Bioassay records (PubChem BioAssay)

Not all compounds are listed; rates above refer to the full screens.
